# sdo1 growth: sdo1-depleted yeast growth rescue; S. cerevisiae sdo1-depleted JHY4D growth rescue, OD600 30 h; stronger effect = higher value; pdr5 snq2 efflux-pump mutant strain; z-score at 10 µM; 140,000 tested, 0.21% active;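 active = z-score above 3 at both the 24 hr and the 30 hr optical density reads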;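 note: z-score against mean and SD of all compound wells on the same plate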
# Insulin prom inh: TRM-6 insulin promoter activity inhibition | 130,000 tested, 0.9% active | inhibition, % at 2 µM | TRM-6 cells (human fetal islet line), insulin promoter-eGFP reporter, imaging; reporter expression induced with tamoxifen;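 active = inhibition above the mean plus 3 SD, with well images judged a real hit on visual review, cut at about 60% in these data, passing the limit was not always enough; inconclusive = inhibition over the cutoff but images rejected on review; inactive = inhibition not above the cutoff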
# sdo1 growth Rescue 24 h: also measured in sdo1 growth; calls as there; z-score; S. cerevisiae sdo1-depleted JHY4D growth rescue, OD600; measured here: growth rescue at 24 h;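 0 is the plate mean of compound wells and units are plate SD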
# Active calls of the source: *; i = inactive; ? = inconclusive; nt = no result given.
SMILES,sdo1 growth,sdo1 growth Rescue 24 h,Insulin prom inh
CCCN1CCc2c(sc(NC(=S)NC(=O)c3ccccc3)c2C#N)C1,nt,nt,i
Cc1ccc(-c2csc3ncnc(Oc4cccc5ccc(C)nc45)c23)cc1,-0.86,-0.15,26
CCOc1ccc(N2CC(=O)N/C2=N\c2nc(C)cc(C)n2)cc1,1.3,1.1,8
COC(=O)c1cn(CC(=O)N2C(C)CCCC2C)c2ccccc12 (stereo not drawn),0.45,0.53,30
O=C1CCCC2=C1C(c1ccc(Cl)cc1)N1C(=O)CCSC1=N2 (stereo not drawn),-0.4,-1.6,-11
COc1cc(NC(=O)CCNC(=O)Cn2cnc3ccccc3c2=O)cc(OC)c1OC,0.83,0.95,57
COc1ccc2nc(N3CCC(C)CC3)c(C#N)cc2c1,-1.6,-1.9,47
CCCCCCCC(=O)NNC(=O)CC(=O)Nc1ccccc1C(=O)O,2.3,0.7,10
Oc1ccc(-c2[nH]ncc2-c2cccc3cccnc23)c(O)c1,-0.55,0.45,nt
N#Cc1ccc(OCc2nnc(SCC(=O)c3ccccc3)n2-c2ccccc2)cc1,1.1,1.7,32
Cc1ccc(NC(=O)Nc2ccccc2C#N)c(Cl)c1,-0.06,-1,11
O=C(c1ccccc1)N1CCN(C(=O)c2ccncc2)CC1,nt,nt,0
O=C(CN1CCN(c2ncc(C(F)(F)F)cc2Cl)CC1)N1CCN(c2ncc(C(F)(F)F)cc2Cl)CC1,-1.3,-0.9,26
CC(=O)/C=N/Nc1ccccc1,-0.35,0.25,10
O=C(CNC(=O)c1ccco1)N/N=C/c1ccc(O)c([N+](=O)[O-])c1,0.76,0.89,nt
O=C(Nc1ccc(Cl)cc1F)C1CC1,-0.58,-1.2,32
Cc1oc2c(c1C(=O)NC(Cc1c[nH]c3ccccc13)C(=O)O)CCCC2 (stereo not drawn),2.6,3.4,nt
N/C(Cc1cccs1)=N\OC(=O)COc1ccc(Cl)cc1Cl,-2.5,-1.8,-3
CCn1c2ccccc2c2cc(NC(=O)C(C)Oc3ccccc3)ccc21 (stereo not drawn),0.57,0.75,0
Cc1c(N=Cc2nc3ccccc3[nH]2)c(=O)n(-c2ccccc2)n1C,1.1,1.9,nt
CC(C)NC(=O)c1onc(CSc2ccc(C(C)C)cc2)c1C(=O)O,0.44,0.42,-16
COc1ccccc1-n1nc(C(=O)O)c2ccccc2c1=O,-0.2,-0.91,30
O=C(O)Cc1ccc2oc(-c3cccnc3)nc2c1,nt,nt,0
Cc1nc2c(C#N)c[nH]n2c(=O)c1Cc1ccccc1,0.48,-0.21,12
COc1ccc(F)cc1S(=O)(=O)NC(Cc1ccccc1)C(N)=O (stereo not drawn),-0.15,-1.5,-33
Cc1nn(-c2ccccc2)c2ncc(C(=O)c3cc(Cl)ccc3O)cc12,-0.83,-0.64,23
Cc1c(C(=O)Nc2cccc([N+](=O)[O-])c2)csc1-c1ccccc1,-1.2,0.02,-4
Cc1ccc(Nc2nnc(SCc3nc4ccccc4c(=O)[nH]3)s2)cc1,nt,nt,6
COC(=O)C1CCN(S(=O)(=O)c2ccc(NC(C)=O)cc2)CC1,-0.52,-0.95,31
O=c1[nH]c(CN2CCc3ccccc3C2)nc2ccccc12,-0.09,-0.33,39
CCOC(=O)c1c(C)n(C)c2cc(Br)c(C(=O)OC)cc12,-1.8,-1.5,nt
COc1ccccc1NC(=O)c1csc2c1CCC(C)C2 (stereo not drawn),nt,nt,0
CC1CCCN(c2ccc([N+](=O)[O-])s2)C1 (stereo not drawn),nt,nt,-92
COc1cc(C(=O)Nc2ccccc2N2CCN(S(C)(=O)=O)CC2)cc(OC)c1OC,0.11,0.63,3
CC1(C)NC(C(=O)O)Cc2c1[nH]c1ccccc21 (stereo not drawn),nt,nt,-6
Cc1cccc(-c2c3c(=O)n(C)c(=O)n(C)c3cn2C(C)(C)C)c1,0.3,0.43,nt
CCCCN(C(=O)c1cnc2n(c1=O)CCS2)c1ccccc1,-0.46,-1.3,nt
O=C(NC1c2ccccc2-c2ccccc21)N1CCOCC1,0.01,-0.33,22
CCc1nnc(NC(=O)Nc2ccc(OC)cc2)s1,0.4,0.2,31
O=c1cc(O)nc2n1CCCS2,0.53,0.11,-36
NNC(=S)NCc1cccnc1,0.13,-0.11,0
COc1ccc(C(=O)NCc2nnc(SCC(=O)N3CCCCC3)o2)cc1,nt,nt,46
O=C(CNCCO)N1CCc2ccccc21,0.35,-0.3,-19
O=C(CSc1nc2ccc([N+](=O)[O-])cc2[nH]1)NC1CCCCCC1,-0.99,-0.74,53
O=C(N[C@@H](c1ccccc1)[C@@H]1C[C@H]1C(=O)NCc1ccccn1)OCc1ccccc1,0.26,0.77,18
Cc1cccc(NC(=O)COc2ccc(Br)cc2)n1,0.41,0.6,-10
CCOc1ccccc1C(=O)Nn1c(C2CCC2)nc2ccccc2c1=O,-0.2,1.3,-117
Cc1ccccc1C(=O)Nc1ccccc1,0.43,0.77,-54

# In the list so far, these contain bromine.
SMILES,sdo1 growth,sdo1 growth Rescue 24 h,Insulin prom inh
CCOC(=O)c1c(C)n(C)c2cc(Br)c(C(=O)OC)cc12,-1.8,-1.5,nt
Cc1cccc(NC(=O)COc2ccc(Br)cc2)n1,0.41,0.6,-10

# Copied from the list:
# For sdo1 growth, O=C(Nc1ccc(Cl)cc1F)C1CC1 is listed with -0.58
# For sdo1 growth, Cc1nc2c(C#N)c[nH]n2c(=O)c1Cc1ccccc1 is listed with 0.48
# For Insulin prom inh, COc1ccc(C(=O)NCc2nnc(SCC(=O)N3CCCCC3)o2)cc1 is listed with 46

# New compounds follow:
SMILES,sdo1 growth,sdo1 growth Rescue 24 h,Insulin prom inh
FC(F)(F)c1cnc(N2CCC(=NOCc3ccc(Cl)cc3)CC2)c(Cl)c1,-0.13,-0.72,nt
Cc1ccc(/C=C/C(=O)Nc2nccs2)o1,2,2.5,-41
O=C(NCCCCc1ccccc1)c1ccccc1,nt,nt,0
COc1ccc2nc(C)cc(Nc3ccccc3O)c2c1,nt,nt,-50
CCCCCCCCNC(=O)c1cccnc1SCC(=O)Nc1ccccc1OC,-1.1,-0.34,-31
CC12CN3CC(C)(CN(C1)C3c1ccccc1)C2O (stereo not drawn),nt,nt,12
CC1CC(C)CN(CC(=O)N2c3ccccc3CCc3ccccc32)C1 (stereo not drawn),0.87,0.39,-17
Cc1cc(C)c(C)c(OCCOCCN2CCOCC2)c1,-0.26,-0.7,-50
CN(CC(=O)Nc1ccc(S(N)(=O)=O)cc1)c1ccccc1,0.1,-0.42,-55
O=C(CN1CCCC1)N1c2ccccc2C=Cc2ccccc21,nt,nt,-43
COc1ccc(S(=O)(=O)Nc2ccccc2C(=O)NCc2ccco2)cc1Br,-1.1,-0.83,13
S=C(NCc1ccncc1)NC1CCCC1,nt,nt,0
CCCCNC(=O)OCC(CC)NC(=O)OC(C)C (stereo not drawn),-0.34,-1.6,?
Cc1ccc(/C=N/NC(=S)NC(C)C)o1,0.03,-1.1,17
Cc1cc(Cl)ccc1OCC(=O)Nc1ccccc1N1CCOCC1,0.25,0.87,-363
O=C(NC1CCCCC1)c1ccccc1NC(=O)C1CC(=O)N(c2ccc(Cl)cc2)C1 (stereo not drawn),-0.67,-0.53,52
COc1cc(NC(=O)C2CCCN2C(=O)C2CCC(C)CC2)cc(OC)c1OC (stereo not drawn),0.54,0.73,nt
COCCN1C(=O)N[C@@H](c2ccco2)C(C(C)=O)=C1C,-0.09,-0.53,5
CC1(C)C(=O)OC(c2c(F)c(F)c(F)c(F)c2F)C2(CCCCC2)C1=O (stereo not drawn),-0.16,0.06,3
Cc1ccc(OP(=O)(Nc2c(C)n(C)n(-c3ccccc3)c2=O)Oc2ccc(C)cc2)cc1,-0.74,-0.61,0
C=CCn1cnc2c(nnn2-c2ccc(Cl)cc2)c1=O,nt,nt,33
O=C(NCc1ccccc1)NC1(C(=O)N2CCOCC2)CCCCC1,1.8,1.9,nt
Cc1noc(C)c1S(=O)(=O)Nc1ccc(C(=O)NC2CCCCCC2)cc1,0.76,0.6,nt
CCSc1nnc(NC(=O)C(C)(C(F)(F)F)C(F)(F)F)s1,-0.34,-1.5,nt
COc1ccc(-n2c(SCC(=O)c3ccc[nH]3)nnc2-c2ccccc2)cc1,-0.74,0.54,-71
COC(=O)c1ccc(CSc2nccn2C)cc1,0.67,0.12,31
N#C/C(=C\c1cc(Cl)cc(Cl)c1O)C(=O)NC1CCCCC1,-1.1,-0.53,-46
COc1ccccc1/C=C/C(=O)Oc1cccc2cccnc12,nt,nt,-118
CCOC(=O)N1CCN(Cc2ccccc2Cl)CC1,1.6,1.6,-22
CCC(=O)Nc1cccc(-c2nnc(-c3cccc(NC(=O)CC)c3)o2)c1,1.2,0.13,-31
CCOC(=O)C(=O)c1csc(NC(=O)COc2ccc(N(C)S(=O)(=O)c3ccc(F)cc3)cc2)n1,0.5,0.22,-83
Cc1cc(NC(=O)CSc2ccc(Cl)cc2)no1,-0.31,0.2,47
CCOC(=O)c1cc(=O)cc(C(=O)OCC)o1,0.5,-0.36,59
CC(=O)Oc1cccc(N2C(=O)c3ccc(C(=O)Nc4c[nH]c(=O)[nH]c4=O)cc3C2=O)c1,nt,nt,-214
Cc1cc(/C=C(\C#N)C(=O)Nc2ccc(Cl)cc2)c(C)n1-c1ccc(N2CCOCC2)c([N+](=O)[O-])c1,-0.71,0.27,50
CCOCCCNC(=O)CCS(=O)(=O)Cc1ccc(C)cc1,1.3,1.4,-9
CCCC(=O)c1ccc(N2CCN(S(=O)(=O)c3ccc(C)cc3)CC2)c(F)c1,-0.14,0.16,0
COc1ccc(N(C(=O)Cn2nnc3ccccc32)C(C(=O)NC(C)(C)C)c2ccc(OC)c(O)c2)cc1 (stereo not drawn),nt,nt,7
Cc1cc(C)nc(-n2nc(C)cc2NC(=O)CNCc2ccccc2)n1,1.1,0.35,14
CC(=O)/C(=N\Nc1ccc(C)cc1)N1CCOCC1,-0.88,-0.26,55
Cc1cc(C(=O)COC(=O)c2ccncc2)c(C)n1Cc1ccco1,nt,nt,-35
CCC1(C)N([O-])C(C)=C(c2ccccc2)[N+]1=O (stereo not drawn),0.48,-0.29,29
Cc1ccc(SCC(=O)NCCSCc2ccccc2)cc1,-1,-1.1,40
Cc1cc(C)c2c(-n3cccc3)nn(CC#N)c2n1,0.54,0.48,27
CCCCCOc1ccc(Br)cc1/C(C)=N/NC1=NCCN1,-1.3,-1.6,i
COc1ccc(OCCCN2CCCC(C)C2)cc1 (stereo not drawn),0.01,-0.57,-1
COc1cccc(CN2CCN(C(=O)CC(C)C)CC2)c1,0.2,-0.39,nt
CCOc1cc(C2C(C(=O)N3CCCCC3)=C(C)NC3=C2C(=O)CC(C)(C)C3)ccc1O (stereo not drawn),1.1,0.37,nt
CCCCCCC(=O)Nc1nc(C)c(-c2csc(Nc3cc(Cl)ccc3C)n2)s1,-0.88,-0.46,24
CCOC(=O)c1c(-n2c(C)cc(C=O)c2C)sc2c1CCCC2,-2,-1.8,nt
CCNC(=O)CCS(=O)(=O)c1ccc2ccccc2c1,0.49,-0.2,55
CCCc1nc2ccccc2c(C(=O)OCC(=O)NCc2ccco2)c1CC,-0.43,-0.4,13
N#Cc1c2n(c(=S)n(-c3ccc(OC(F)F)cc3)c1=O)CCCCC2,nt,nt,50
CCOC(=O)N1CCC(NS(=O)(=O)c2cc3c(cc2Cl)NC(=O)CO3)CC1,-0.99,-0.02,nt
CCC(=O)c1ccc(OCC(=O)Nc2nn3cnnc3s2)cc1,1,1.1,62
COC(=O)c1ccc(NC(=O)CN2C(=O)CCC2=O)cc1,0.03,-1.1,nt
CCc1nc(N2CCN(C(=O)c3ccco3)CC2)c2c3c(sc2n1)CCCC3,-0.49,0.2,0
CCOC(=O)CC1C(=O)NCCN1S(=O)(=O)c1ccc(F)cc1 (stereo not drawn),nt,nt,18
Cc1ccc(NC(=O)COC(=O)/C=C/c2ccco2)cc1S(=O)(=O)N(C)C,1.1,1.3,nt
Cc1ccc(-n2ncc3c(=O)[nH]c(SC(C)C)nc32)cc1,-1.2,-0.53,nt

# A stretch of the results above:
SMILES,sdo1 growth,sdo1 growth Rescue 24 h,Insulin prom inh
CCCCCCC(=O)Nc1nc(C)c(-c2csc(Nc3cc(Cl)ccc3C)n2)s1,-0.88,-0.46,24
CCOC(=O)c1c(-n2c(C)cc(C=O)c2C)sc2c1CCCC2,-2,-1.8,nt

# Later entries:
SMILES,sdo1 growth,sdo1 growth Rescue 24 h,Insulin prom inh
CCCCN(CCCC)S(=O)(=O)c1ccc(C(=O)Nc2nnc(CSC)o2)cc1,-0.84,-0.87,20
COC(=O)C1(Cc2ccccc2)NC(c2ccc(F)cc2)C2C(=O)N(C)C(=O)C21 (stereo not drawn),1,0.2,-56
Cc1cccc2nc(C(F)(F)F)nc(=O)n12,0.42,-0.15,-73
CN1CCc2c(sc3c2c(=O)n(-c2ccc(Cl)cc2)c2nncn32)C1,-0.02,-0.51,nt
CCOC(=O)NC(C(F)(F)F)(C(F)(F)F)P(=O)(c1ccccc1)c1ccccc1,0.59,0.28,nt
O=C(CCSCc1ccccc1Cl)NCc1cccs1,nt,nt,-67
C=CCn1c(=O)c2ccccc2n2c(SCC(=O)Nc3sc(C(=O)N(CC)CC)c(C)c3C(=O)OCC)nnc12,-0.06,-0.32,nt
COc1ccc(NC(=O)Cn2c(=O)n(Cc3ccco3)c(=O)c3ccccc32)cc1,2,1.6,-471

# By substructure, the entries above with a COOH group
SMILES,sdo1 growth,sdo1 growth Rescue 24 h,Insulin prom inh
CCCCCCCC(=O)NNC(=O)CC(=O)Nc1ccccc1C(=O)O,2.3,0.7,10
Cc1oc2c(c1C(=O)NC(Cc1c[nH]c3ccccc13)C(=O)O)CCCC2 (stereo not drawn),2.6,3.4,nt
CC(C)NC(=O)c1onc(CSc2ccc(C(C)C)cc2)c1C(=O)O,0.44,0.42,-16
COc1ccccc1-n1nc(C(=O)O)c2ccccc2c1=O,-0.2,-0.91,30
O=C(O)Cc1ccc2oc(-c3cccnc3)nc2c1,nt,nt,0
CC1(C)NC(C(=O)O)Cc2c1[nH]c1ccccc21 (stereo not drawn),nt,nt,-6
